# Bioassay records: PubChem BioAssay, several laboratories
# HTR5A inv ctr = HTR5A inverse agonists in luminescence cell assay, primary screen, counter-screen for OPRM1-OPRD1 heterodimer inverse agonist project, full-deck HTS; 0.083% of 340,000 active; HTR5A cell line, inverse agonism; 5-hydroxytryptamine receptor 5A (Homo sapiens), P47898; AID 504634, 2011; inhibition, % at 9.3 µM; in the data active means inhibition mostly above about 23%, no sharp cut-off; inactive means mostly below about 18%;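 further: 0% = cells with DMSO and 100% = no-cell wells with DMSO; some compounds called inactive have numbers as strong as hits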
# Target sequence (P47898 whole entry, looked up): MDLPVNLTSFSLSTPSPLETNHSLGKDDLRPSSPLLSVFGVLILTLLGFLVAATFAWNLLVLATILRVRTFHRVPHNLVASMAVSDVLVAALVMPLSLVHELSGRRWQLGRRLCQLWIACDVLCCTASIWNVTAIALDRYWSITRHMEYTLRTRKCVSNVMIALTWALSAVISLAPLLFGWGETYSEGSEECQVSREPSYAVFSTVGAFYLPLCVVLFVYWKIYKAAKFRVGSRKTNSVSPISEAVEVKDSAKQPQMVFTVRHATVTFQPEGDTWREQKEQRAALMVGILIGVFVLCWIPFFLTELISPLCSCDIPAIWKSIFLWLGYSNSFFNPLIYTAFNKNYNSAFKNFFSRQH
# V-ATPase pH = regulators of yeast V-ATPase proton pumping, primary screen, pHLuorin cytosolic pH fluorescence; S. cerevisiae; response, % at 10 µM; 0.37% of 350,000 active; AID 504577, 2011; in the data active means response mostly above about 7.3%, no sharp cut-off; inactive means mostly below about 5.4%; further: actives read high; inactives centre near 0; some compounds called inactive have numbers as strong as hits; reference of the scale not given here
# PvdQ acylase = P. aeruginosa PvdQ acylase inhibitors, primary screen, biochemical, fluorescence, plate reader and imaging, single point; purified PvdQ acylase; AID 488965, 2010; 0.063% of 340,000 active; inhibition, % at 10 µM; PvdQ acylase [Pseudomonas aeruginosa LESB58]; in the data active means inhibition above about 30%, passing the limit was not always enough; inconclusive means no clear call, values can overlap the other calls;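 further: 0% = vehicle neutral wells and 100% = reference inhibitor wells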
# Wnt act = Wnt/beta-catenin pathway activators, primary screen, cell-based, plate reader, single point; activation, % at 9.35 µM; 1.2% of 300,000 active; Wnt/beta-catenin reporter cell assay, activator; in the data active means activation above about 30%, passing the limit was not always enough; inconclusive means no clear call, values can overlap the other calls;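 further: 0% = neutral control wells and 100% = positive control wells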
# SR-BI HDL uptake = inhibitors of SR-BI mediated HDL lipid uptake, primary screen, ldlA[mSR-BI] cells, fluorescence, single point; AID 488896, 2010; ldlA[mSR-BI] CHO cells, DiI-HDL uptake fluorescence, 3 h; inhibition, % at 12.5 µM; 0.96% of 320,000 active; Scavenger receptor class B member 1 (Mus musculus), Q61009;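 active means mean replicate inhibition of at least 70% and a set share of replicates each scoring 70 or more; inconclusive means meets just one of the two criteria; inactive means fails both criteria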;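 further: 0% = median of neutral control wells and 100% = median of positive control wells; values of inactives mirror those of a sister screen read the other way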
# HTR5A ag = HTR5A agonists in luminescence cell assay, primary screen, counter-screen for OPRM1-OPRD1 heterodimer agonist project, full-deck HTS. cell-based. activation, % at 9.3 µM. AID 504692, 2011. 5-hydroxytryptamine receptor 5A (Homo sapiens), P47898. 0.61% of 340,000 active; in the data active means activation mostly above about 9.5%, no sharp cut-off; inactive means mostly below about 7.6%;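 further: 0% = cells with vehicle only and 100% = reference agonist; strong numbers were not always called active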
# MITF act = activators of MITF-driven TRPM1 promoter reporter, primary screen, cell-based, SK-MEL-5, luciferase, single point | SK-MEL-5 TRPM1-promoter luciferase, 24 h; % of positive control, neutral wells = 0 | activation, % at 12.5 µM | 0.75% of 300,000 active;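 active means mean activation of at least 80% with every replicate also reaching 80%; inconclusive means mean reaches 80% but some replicate falls short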;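 further: 0% = neutral control wells and 100% = parthenolide positive control wells; values of inactives mirror those of a sister screen read the other way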
# dFosB act = activators of delta FosB homodimer, primary screen, biochemical, fluorescence polarization, TAMRA-CDK5 oligo, single point. Protein FosB (Mus musculus), P13346. purified delta FosB; percent of positive-control signal above neutral wells. activation, % at 25 µM. 0.99% of 340,000 active. AID 493131, 2011;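 active means mean activation above about 17%, with every replicate also reaching it, limit read from the data, passing the limit was not always enough; inconclusive means only one of the two conditions met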;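 further: fluorescence polarization rise as delta FosB binds a TAMRA Cdk5 AP-1 oligo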
# CDK5 inh = inhibitors of human CDK5/p35 kinase, primary screen, biochemical, single concentration. Cyclin-dependent kinase 5 (Homo sapiens) + Cyclin-dependent kinase 5 activator 1 (Homo …. Recombinant CDK5/p35, ADP-Glo luminescence, 60 min. inhibition, % at 10 µM. 0.01% of 330,000 active. AID 488839, 2010;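 active means highest replicate inhibition of at least 50% and at least 75% of replicates reaching 50%; inconclusive means only one of the two criteria met; inactive means both criteria failed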;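 further: plate controls were DMSO neutral control for no effect and GW8510 at 10 µM for full effect; many of its hits are not listed in these tables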
# Target sequence (Q00535 whole entry, looked up): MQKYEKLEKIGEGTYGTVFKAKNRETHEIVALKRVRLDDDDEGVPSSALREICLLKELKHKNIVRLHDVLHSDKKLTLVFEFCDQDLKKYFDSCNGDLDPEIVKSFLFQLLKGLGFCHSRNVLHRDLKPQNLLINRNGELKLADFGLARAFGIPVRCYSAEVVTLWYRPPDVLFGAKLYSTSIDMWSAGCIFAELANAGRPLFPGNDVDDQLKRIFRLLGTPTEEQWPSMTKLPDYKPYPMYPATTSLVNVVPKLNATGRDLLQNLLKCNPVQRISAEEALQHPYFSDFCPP
# Target sequence (Q15078 whole entry, looked up): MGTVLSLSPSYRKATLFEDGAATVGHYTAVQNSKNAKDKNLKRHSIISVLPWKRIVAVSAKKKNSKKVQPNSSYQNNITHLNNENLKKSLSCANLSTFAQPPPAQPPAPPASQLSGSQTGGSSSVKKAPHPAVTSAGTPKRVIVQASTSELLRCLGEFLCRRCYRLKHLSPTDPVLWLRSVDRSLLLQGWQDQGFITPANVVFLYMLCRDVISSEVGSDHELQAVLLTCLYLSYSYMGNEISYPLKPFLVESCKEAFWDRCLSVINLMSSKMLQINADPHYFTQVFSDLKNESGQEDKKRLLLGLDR
# NSD2 inh = NSD2 histone methyltransferase inhibitors, primary screen, biochemical, AlphaScreen, single concentration, set 2; Histone-lysine N-methyltransferase NSD2 (Homo sapiens), O96028; NSD2 peptide methylation, 120 min; inhibition, % at 12.5 µM; 0.54% of 310,000 active; in the data active means inhibition above about 50%
# * marks the source's active call; other numbers are inactive results; ? = inconclusive; . = not tested or not shown.
item	Structure	HTR5A inv ctr	V-ATPase pH	PvdQ acylase	Wnt act	SR-BI HDL uptake	HTR5A ag	MITF act	dFosB act	CDK5 inh	NSD2 inh
1	Cc1ccc(C(=O)N/C(=C\c2ccc(-c3ccc(Br)cc3)o2)C(=O)NCCCN(C)C)cc1	-11	-2	-10	-12	-3	4	-107	?	-2.0	3
2	O=C(NC(=S)Nc1ccc(S(=O)(=O)N2CCCC2)cc1)c1cccs1	31	1	1	.	5	4	2	-4	0.6	-1
3	CCC(=O)OCC(=O)Nc1ccc(OC)cc1[N+](=O)[O-]	5	-1	-1	0	-5	-2	2	0	-7.0	-2
4	CCC(C)(C)NC(=O)c1cc([N+](=O)[O-])ccc1N1CCCCC1	0	0	39*	0	3	0	-3	-2	-2.7	2
5	O=C(CCN1C(=O)/C(=C/c2ccc3c(c2)OCO3)SC1=S)NNC(=O)c1cccnc1	-16	-4	5	0	18	6	-6	-1	0.2	-2
6	C=C(C)C1CC=C(C)/C(=N/NC(=O)COc2cccc3ccccc23)C1 (stereo not given)	5	-4	-4	.	-15	-6	.	-7	-1.2	0
7	O=C(NC(=S)NCCN1CCOCC1)c1ccc(Cl)cc1Cl	3	0	2	-1	.	-1	-4	-2	-0.5	0
8	CS(=O)(=O)c1ccc(Cl)c(NC(=O)COC(=O)Cc2c[nH]c3ccccc23)c1	-4	-1	-16	2	17	1	-7	-10	-0.4	-1
9	COc1cccc(-c2noc(C3CCCN(C(=O)c4cccc(F)c4)C3)n2)c1 (stereo not given)	-21	-2	-15	3	-5	8	-6	-14	-0.6	-5
10	Cc1ccc(/C=C2\SC(=S)N(c3cccnc3)C2=O)o1	-29	6	0	0	.	3	1	-3	-0.3	10
11	CCOC(=O)C(NC(=O)CC)(N1CCc2ccccc2C1)C(F)(F)F (stereo not given)	-15	-1	-16	4	5	3	-5	-1	-1.4	-5
12	Clc1ccc2c(c1)nc1n2CCCC1	-15	-2	-12	1	.	4	13	-6	0.2	-1
13	CCC1(c2ccccc2)NC(=S)N(c2ccc(C)cc2)N1 (stereo not given)	-17	1	-4	2	3	2	13	-1	2.7	0
14	COc1ccc(S(=O)(=O)N2CCOCC2)cc1NC(=O)Cc1ccsc1	-2	0	6	0	59	0	-5	1	-1.3	1
15	CCc1ccc(S(=O)(=O)NC2CC(C)(C)NC(C)(C)C2)cc1	-21	-1	-28	-4	-2	6	-6	-12	1.4	-2
16	CCN(CC)CCCNC(=O)c1cn(CCOC)c(=O)c2c1c1ccccc1n2C	-1	0	1	.	5	-4	5	-3	-1.0	.
17	CN(C)CC1CCCCC1C1(O)c2ccccc2CSc2sccc21 (stereo not given)	-1	-8	-2	.	-34	0	16	-5	0.7	9
18	Cc1ccc(NC(=O)Nc2cccc(Cl)c2)c(C(=O)O)c1	8	2	-8	30	-25	11	-4	4	0.0	-9
19	COc1ccc(NC(=O)Nc2cc(C(C)(C)C)on2)cc1OC	-26	0	-20	-1	8	10	-1	-4	-0.3	2
20	CCOC(=O)c1ccc(NC(=O)c2nc[nH]c2C(=O)NCCCNC(=O)c2[nH]cnc2C(=O)Nc2ccc(C(=O)OCC)cc2)cc1	-6	-4	-17	0	-30	-7	3	0	1.0	.
21	CC(=O)Oc1cc(C(=O)OCC(=O)N2CCc3ccccc3C2)cc(OC(C)=O)c1OC(C)=O	-21	-3	9	7	-1	6	-2	-13	0.8	35
22	Cc1c(Br)c([N+](=O)[O-])nn1C(C)C(=O)Nc1c(C)n(C)n(-c2ccccc2)c1=O (stereo not given)	-13	0	-13	.	-21	2	-3	0	-1.4	15
23	COc1ccc(CCNC(=O)COC(=O)/C=C/c2ccc3c(c2)OCO3)cc1	-18	1	-6	-3	-11	5	14	11	-0.4	-1
24	COc1ccc(OC)c(NC(=O)C23CCC(C)(C(=O)C2)C3(C)C)c1 (stereo not given)	-15	0	-11	-3	.	6	-11	-13	-0.8	0
25	O=C(O)CC1(CC(=O)Nc2cccc(C(=O)O)c2)CCCC1	-8	-3	-6	0	-4	2	5	9	0.6	16
26	Cc1ccc(S(=O)(=O)Nc2cccc(C(=O)NCC(C)(C)N3CCOCC3)c2)cc1F	1	0	-20	-2	-14	0	-8	-11	1.9	-4
27	CN(C)CCCn1c2c(c(SCC(=O)Nc3ccc4c(c3)OCCO4)nc1=O)CCC2	8	0	-13	2	-13	-3	-5	-3	-1.3	3
28	CC[C@@]1(C(=O)OC)N[C@H](CN(C)S(=O)(=O)c2ccc(F)cc2)[C@@H]2C(=O)N(C)C(=O)[C@@H]21	7	-2	-11	3	-3	-2	7	-6	0.6	.
29	COc1ccccc1C(=O)Nc1ccc(OCC(=O)N2CC(C)OC(C)C2)cc1 (stereo not given)	0	-4	-9	5	22	0	29	-11	-0.3	-4
30	Cc1ccccc1Nc1nc2ccccc2n1C(C)C	-15	1	-13	-2	25	2	8	-10	-1.6	-2
31	CC(C)Cc1nnc(NC(=O)CC(=O)Nc2ccccc2C(=O)O)s1	-4	-2	-10	.	-30	3	4	0	0.4	1
32	COC(=O)c1nnn(-c2nonc2N)c1CSCCO	-14	-4	2	-2	-35	-2	-10	3	1.4	-1
33	CCn1cc(CNC(=O)C2CCC(=O)N(Cc3ccccc3F)C2)cn1 (stereo not given)	8	1	-15	2	4	4	-12	-2	-1.8	1
34	Cn1c(-c2ccccc2)cnc1N	7	-1	-8	?	2	-3	16	-8	-1.1	-27
35	CC(C)(C)NC(=O)C(c1ccc(F)cc1)N(Cc1ccccc1Cl)C(=O)c1ccn[nH]1 (stereo not given)	-24	-1	-13	0	-2	4	.	-9	0.8	-3
36	Cn1cccc1CC(=O)N/N=C/c1ccc(Cl)c([N+](=O)[O-])c1	.	8	2	2	1	.	.	-7	0.0	4
37	CC(N=C1NS(=O)(=O)c2ccccc21)C(=O)NCCCc1ccccc1 (stereo not given)	5	0	-12	-1	-20	-2	-4	-13	1.0	-1
38	COc1ccc(C2=NN(CCC(=O)NC3CCCCCC3)C(=O)CC2)cc1	-2	-2	-12	4	15	2	-13	-5	-1.2	-2
39	C[C@H](CO)N1C[C@H](C)[C@@H](CN(C)C(=O)Nc2ccc(C(F)(F)F)cc2)Oc2ccc(NS(=O)(=O)c3cn(C)cn3)cc2C1=O	-25	2	1	11	16	4	2	-6	-0.3	.
40	CCc1cc(C(=O)Nc2cc(S(=O)(=O)N3CCOCC3)ccc2N2CCN(CC)CC2)sc1C	10	0	-1	0	-39	-1	-1	-21	-0.5	6
41	CCOC(=O)c1ccc(NC(=O)CSC(=S)N2CCOCC2)cc1	9	-2	-13	-1	4	1	11	-9	-1.2	-2
42	COc1ccc(C(=O)NCCS(=O)(=O)NCc2ccc(C)cc2)cc1	-12	1	-17	1	-8	4	-7	-4	0.7	-1
43	COC(=O)c1[nH]c(C)c(/C(O)=C2\C(=O)C(=O)N(CCN3CCOCC3)C2c2ccc(C)o2)c1C (stereo not given)	2	-2	-3	1	8	-1	-6	-10	-0.2	1
44	COc1ccc(C(=O)CC(=O)C(=O)Nc2ccc(C)cc2Cl)cc1	-7	-1	3	-3	-5	2	-11	5	0.0	2
45	Cc1cccc(C(=O)Nc2ccccc2C(=O)NCc2ccco2)c1	15	-1	2	4	10	-6	4	-12	0.3	1
46	COc1ccc(C(=O)N2CC3(C)C4CCC3(C)C2(C#N)C4)cc1OC (stereo not given)	16	-1	-18	-1	-8	-2	0	2	0.9	-1
47	CC(NCc1ccc(S(N)(=O)=O)cc1)C(=O)Nc1ccc([N+](=O)[O-])cc1Cl (stereo not given)	-7	1	6	-1	17	3	-6	0	-0.9	2
48	CCn1c(NCc2cc(Br)ccc2NS(=O)(=O)c2ccc(C)cc2)nc2ccccc21	-30	3	-15	.	31	2	-16	0	0.3	0
49	COc1ccc(-c2n[nH]c(=S)n2/N=C/C=C\c2ccccc2OC)cc1	-14	-3	2	2	21	-2	7	4	1.6	4
50	O=C(Nc1cccnc1Cl)c1ccc(=O)oc1	-4	-2	-15	2	-26	-1	.	-2	-0.4	6
51	Cn1cc(C(=O)NCc2ccc(F)cc2)cn1	-7	2	-23	1	-14	0	-4	9	0.5	1
52	COCC(C)n1c(C)cc(C(=O)CSc2nc3ccccc3c(=O)[nH]2)c1C (stereo not given)	-2	-6	2	.	-10	4	3	-10	-1.6	2
53	CCCCNC(=O)NNC(=O)c1ccc(F)cc1	-37	-3	5	.	-26	4	-6	-2	1.0	-3
54	C/C(=N\NC(=O)C1(C)CC1(Br)Br)c1cccc(NC(=O)C(C)(C)C)c1 (stereo not given)	5	-2	-15	.	8	6	8	-7	.	-5
55	Cc1ccc(C(=O)NNC(=O)C(NC(=O)c2cccc(C)c2)C(C)C)cc1 (stereo not given)	12	-5	-15	3	-4	-5	5	16	-3.4	-3
56	COC(=O)C1=C(C)N(C)C(C)=C(C(=O)OC)C1c1ccc(F)c(Br)c1	7	4	2	.	-5	5	1	-3	-4.2	-2
57	CCOC(=O)c1c(NC(=O)CN2C(=O)NC3(CCC(CC)CC3)C2=O)sc(C)c1-c1ccc(C)cc1 (stereo not given)	-2	1	0	-2	-24	-1	4	3	2.2	-1
58	N=C1C(c2ccccc2)=C(O)CN1c1ccccc1	-6	0	-9	-1	-10	4	-4	0	-0.1	-2
59	O=C(C1CCCCC1C(=O)N1CCCCC1)N1CCCCC1 (stereo not given)	-7	-2	-1	2	-3	2	-3	-5	-1.3	-2
60	COc1ccc(N(CC(=O)N2CCN(c3cc(C)ccc3C)CC2)S(=O)(=O)c2c(C)noc2C)cc1	-12	5	-2	8	-4	-6	1	?	0.4	-1

# The list goes on:
item	Structure	HTR5A inv ctr	V-ATPase pH	PvdQ acylase	Wnt act	SR-BI HDL uptake	HTR5A ag	MITF act	dFosB act	CDK5 inh	NSD2 inh
61	CCc1nnc(NC(=O)C2CC(=O)N(C3CCCCC3)C2)s1 (stereo not given)	9	3	-23	7	1	-5	3	3	-1.0	.
62	CN(CC(=O)Nc1ccc(F)cc1)C(=O)COC(=O)COc1ccc(C#N)cc1	-2	-4	-3	-4	-14	3	-6	3	-0.1	-4
63	C/C(=N/NS(=O)(=O)c1ccc(C)cc1)c1ccc2c(c1)OCO2	8	1	-9	1	18	4	5	-8	-1.6	1
64	CCN(CC(=O)Nc1cccc(F)c1)CC(=O)Nc1ccccc1OC	5	2	-8	-1	9	-1	-3	-7	-1.6	-1
65	COc1ccc(C)cc1NC(=O)CN(C)S(=O)(=O)c1cc(C)ccc1OC	16	-3	6	.	6	3	5	-6	1.4	-1
66	COc1ccc(N(CC(=O)Nc2cc(C)on2)S(=O)(=O)c2cc(C)ccc2C)cc1	-5	-2	21	-10	3	1	.	-10	-1.9	-1
